Source: PubChem (several laboratories)
AGP1 TOR yeast: modulators of AGP1-GFP expression in yeast TOR pathway, primary screen, cell-based, multiplex flow cytometry, S. cerevisiae, MLPCN library | GFP response vs DMSO, % at 10 µM | AID 2066, 2009 | 3 h; GFP as percent of DMSO wells | hit rate 0.02% among 320,000;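 active = GFP response relative to DMSO above a set limit, near screen average plus 3 SD, cut at about 150% in these data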;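 also: median GFP channel fluorescence of the gated AGP1 strain per well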
RPL19A-GFP yeast: RPL19A-GFP expression modulators in yeast, primary screen, cell-based, S. cerevisiae, multiplex flow cytometry, MLPCN. S. cerevisiae RPL19A-GFP strain, 3 h; stronger effect = lower value. percent response vs DMSO, % at 10 µM. hit rate 0.3% among 330,000;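 active = percent response vs DMSO below 50%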;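 also: median channel GFP fluorescence of the barcoded RPL19A-GFP strain; ratio of sample median GFP to plate DMSO average so 100% = DMSO; lower means less RPL19A-GFP as with rapamycin TOR inhibition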
MEP2-GFP yeast: modulators of MEP2-GFP levels in yeast, primary screen, S. cerevisiae, multiplex flow cytometry, MLPCN library; S. cerevisiae MEP2-GFP strain, 3 h; 100% = DMSO control level; GFP response vs DMSO, % at 10 µM; hit rate 0.51% among 330,000; AID 2016, 2009;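 active = GFP response versus DMSO above a set limit, roughly screen mean plus 3 SD, cut at about 180% in these data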;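 also: median GFP fluorescence of the barcode-gated MEP2-GFP cells per well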
CIT2-GFP yeast: modulators of CIT2-GFP expression in yeast, primary screen, S. cerevisiae, GFP fusion, multiplex flow cytometry, MLPCN library; hit rate 0.065% among 320,000; GFP response vs DMSO, % at 10 µM; AID 2029, 2009; S. cerevisiae CIT2-GFP strain, 3 h; 100 means same as DMSO wells;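 active = GFP response relative to DMSO above a set limit, near the screen mean plus 3 SD, cut at about 150% in these data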;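 also: ratio of well median GFP fluorescence to mean of DMSO wells on the plate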
procasp3 activ: activators of human procaspase-3 D3A mutant, primary screen, biochemical, absorbance, PC-3 D3A mutant, single concentration; hit rate 0.11% among 330,000; Caspase-3 (Homo sapiens), P42574; recombinant procaspase-3 D3A, Ac-DEVD-pNA absorbance 405 nm; activation, % at 8.5 µM;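 active = activation above the mean of all tested compounds plus 3 SD, cut at about 21% in these data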;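 also: 0% = DMSO alone and 100% = DMSO wells spiked with extra 5 µM PC-3 D3A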
Target sequence (P42574 whole entry D9A/D28A/D175A): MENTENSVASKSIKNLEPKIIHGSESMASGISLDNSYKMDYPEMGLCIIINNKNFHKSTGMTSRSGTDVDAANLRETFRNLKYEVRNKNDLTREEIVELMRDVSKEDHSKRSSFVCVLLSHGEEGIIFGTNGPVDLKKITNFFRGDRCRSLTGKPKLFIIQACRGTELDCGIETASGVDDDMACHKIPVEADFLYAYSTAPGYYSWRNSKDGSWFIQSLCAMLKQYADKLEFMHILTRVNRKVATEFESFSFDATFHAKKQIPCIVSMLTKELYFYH
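Test system: Procaspase-3 D3A mutant, all three cleavage aspartates alanine | Dosing: Single dose, 8.5 µM nominal compound, 0.8% DMSO | Schedule: 1 h preincubation, 2 h reaction | Technique: 405 nm absorbance of p-nitroaniline, reads at 0 and 120 min | Repeats: One well per compound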
AHR act: AHR activators, primary screen, cell-based, luminescence, luciferase reporter, human; Aryl hydrocarbon receptor (Homo sapiens), P35869; AHR-responsive luciferase reporter cells; activation, % at 5 µM; hit rate 2.5% among 320,000; AID 2796, 2010; in the data active = activation above about 47%;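 also: 0% = vehicle wells and 100% = reference agonist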
LAP4-GFP MLPCN: modulators of LAP4-GFP expression in yeast, primary screen, S. cerevisiae, multiplex flow cytometry, MLPCN library; hit rate 0.34% among 320,000; 3 h; median GFP as percent of DMSO wells; AID 2023, 2009; GFP response vs DMSO, % at 10 µM;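 active = GFP response vs DMSO above a set limit, about the screen mean plus 3 SD, cut at about 150% in these data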
procasp7 counter: procaspase-7 activators, primary screen, counter-screen for procaspase-3 activator project, biochemical, absorbance, HTS, human | Caspase-7 (Homo sapiens), P55210 | recombinant procaspase-7, Ac-DEVD-pNA absorbance 405 nm; D23A/D198A/D206A triple mutant, cannot self-cleave; scale: DMSO 0, 5 µM enzyme 100 | activation, % at 8.5 µM | hit rate 0.093% among 330,000 | AID 463210, 2010;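 active = percent activation above the screen-wide mean plus 3 SD, cut at about 25% in these data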
Target sequence (P55210 whole entry D23A/D198A/D206A): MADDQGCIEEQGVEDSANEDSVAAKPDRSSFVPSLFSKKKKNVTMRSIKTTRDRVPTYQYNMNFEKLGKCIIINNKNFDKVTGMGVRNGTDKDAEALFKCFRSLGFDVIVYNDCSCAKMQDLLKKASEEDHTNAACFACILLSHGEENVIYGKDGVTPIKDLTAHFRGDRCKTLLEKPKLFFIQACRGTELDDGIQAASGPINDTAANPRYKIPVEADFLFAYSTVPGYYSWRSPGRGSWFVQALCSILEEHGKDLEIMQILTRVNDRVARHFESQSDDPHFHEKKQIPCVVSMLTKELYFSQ
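Assay system – Uncleavable procaspase-7 mutant enzyme · Quantity – 2 µM procaspase-7 mutant as dispensed · Times – 1 h preincubation, 2 h reaction · Dosing – single nominal 8.5 µM compound dose, 0.8% DMSO final · Buffer or medium – Zinc-free 50 mM HEPES buffer, pH 7.4, with NaCl and Triton X-100 · Detection – Epi-absorbance of released pNA at 405 nm, two timepoints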
The depositor's hits bear a star; . = not tested or not shown.

[1] CC(=Nc1ccccc1N)c1c(O)n(C)c(=O)[nH]c1=O
[2] CC1=CC(=O)OC2CC3OC4C[C@@H](C)C5OC6CC7O[C@]8(C)C/C=C\C9OC%10CC%11OC(CC(C)CO)CC(O)[C@]%11(C)OC%10CC9OC8C[C@]7(C)O[C@]6(C)CCC5OC4C[C@]3(C)OC12 (stereo not given in full)
[3] Cc1cc(Cl)ccc1OCC(=O)O
[4] Cc1ccc(N2C(=O)NC(=O)/C(=C\c3cn(CC(=O)O)c4ccccc34)C2=O)cc1
[5] O=C(COc1ccc2c3c(c(=O)oc2c1)CCC3)N1C[C@H]2C[C@@H](C1)c1cccc(=O)n1C2
[6] CCOP(=O)(OCC)c1cc(C)c(O)c(C(C)(C)C)c1
[7] Cc1ccc(-c2nc3ccccc3c(=O)n2-c2cccc(O)c2)cc1
[8] CCOC(=O)c1c(N)n(Cc2ccccc2)c2nc3ccccc3nc12

compound no.	1	2	3	4	5	6	7	8
AGP1 TOR yeast	100	86	99	161*	106	102	97	109
RPL19A-GFP yeast	104	104	99	104	103	102	97	101
MEP2-GFP yeast	106	90	95	101	107	109	99	109
CIT2-GFP yeast	102	101	88	107	99	104	88	103
procasp3 activ	-4	-5	3	-4	5	1	-6	21
AHR act	13	3	-2	20	-1	-1	2	9
LAP4-GFP MLPCN	96	115	105	96	105	106	102	109
procasp7 counter	-3	-1	-2	-14	2	1	0	9

[9] COC(=O)C1=C(c2ccc(C(C)=O)cc2)C[C@@H]2CC[C@H]1N2C(=O)NCc1ccc(F)cc1
[10] CC(Cc1ccccc1)NC(N)=O (stereo not given)
[11] CN(C(=O)CN1CC=C(c2ccccc2)CC1)c1c(N)n(Cc2ccccc2)c(=O)[nH]c1=O
[12] CCNCC(O)c1cccc(O)c1 (stereo not given)
[13] CCCCC(=O)N/N=C/c1c(O)n(-c2ccccc2)c(=O)[nH]c1=O
[14] Cc1cccc(OCC(=O)N2CCN(Cc3ccc([N+](=O)[O-])cc3)CC2)c1
[15] COc1ccccc1NC(=O)COC(=O)c1cc(C)n(C2CC2)c1C
[16] O=S(=O)(NC1CCCC1)OCC(Cl)(Cl)Cl

compound no.	9	10	11	12	13	14	15	16
AGP1 TOR yeast	98	114	102	94	103	102	99	75
RPL19A-GFP yeast	95	106	95	102	93	97	101	92
MEP2-GFP yeast	91	109	100	95	90	101	101	89
CIT2-GFP yeast	99	113	96	98	95	98	113	65
procasp3 activ	-5	3	3	1	1	2	-2	5
AHR act	1	2	0	-1	5	0	2	-2
LAP4-GFP MLPCN	97	107	97	100	105	98	92	112
procasp7 counter	2	15	12	7	2	-10	-2	1

[17] C=CCN1CCC2(C)c3cc(O)ccc3CC1C2C (stereo not given)
[18] N#Cc1ccc(NC(=O)CN2CCCCCC2)cc1Cl
[19] O=c1c2ccccc2nc(/C=C/c2ccc(F)cc2)n1-c1ccccc1O
[20] COc1ccc(/C=C/C(=O)c2c(O)n(CCC3=CCCCC3)c(=O)[nH]c2=O)cc1OC
[21] Cc1cccc(-n2c(O)c(C=NCCN3CCCCC3)c(=O)[nH]c2=O)c1
[22] COC(=O)CC(=O)c1ccc2c(c1)OCO2
[23] COc1ccc2c(C)c(CCC(=O)N3C[C@H]4C[C@@H](C3)c3cccc(=O)n3C4)c(=O)oc2c1
[24] O=C(Cc1c(Cl)cccc1Cl)N1CCN(Cc2ccccc2)CC1

compound no.	17	18	19	20	21	22	23	24
AGP1 TOR yeast	99	105	78	103	114	83	108	96
RPL19A-GFP yeast	97	105	93	116	102	98	105	101
MEP2-GFP yeast	97	103	88	110	110	88	109	111
CIT2-GFP yeast	95	112	94	111	107	78	112	102
procasp3 activ	1	4	-5	-5	-8	8	1	-7
AHR act	-3	-4	22	1	-1	2	1	-2
LAP4-GFP MLPCN	107	96	75	105	113	100	105	93
procasp7 counter	17	3	5	-12	2	6	-1	-5

[25] Oc1cc2c(cc1CN1CCN(c3ccc(F)cc3)CC1)OCO2
[26] CCOCC(=O)NC1CCSC1=O (stereo not given)
[27] Oc1c(Br)c(Br)c(Br)c(Br)c1Br
[28] COC(=O)COc1cc(C)cc2oc(=O)c3c(c12)CCCC3
[29] COc1ccc(N=Cc2c(O)n(C)c(=O)n(C)c2=O)cc1
[30] CNCCc1ccc(OC)c(OC)c1
[31] CNCC(O)c1cccc(OC(=O)c2ccccc2C)c1 (stereo not given)
[32] CCC(=NCc1cc(OC)cc(OC)c1)c1c(O)[nH]c(=O)[nH]c1=O

compound no.	25	26	27	28	29	30	31	32
AGP1 TOR yeast	90	97	74	96	95	100	103	105
RPL19A-GFP yeast	92	98	88	101	94	101	99	94
MEP2-GFP yeast	103	97	95	102	107	102	95	96
CIT2-GFP yeast	98	101	80	103	94	93	103	102
procasp3 activ	-21	0	0	6	-5	8	-2	10
AHR act	-2	-4	-1	-1	32	-1	-1	14
LAP4-GFP MLPCN	94	92	145	113	101	104	91	105
procasp7 counter	-24	2	-2	-5	-6	0	8	-2

[33] C=CCSc1nc2c(c(-c3ccsc3)c1C#N)CN(C)CC2
[34] CCCCCCn1c(O)c(C=Nc2c(C)n(C)n(-c3ccccc3)c2=O)c(=O)[nH]c1=O
[35] O=C(N/N=C1/CN2CCC1CC2)c1cccc(O)c1
[36] Cc1ccsc1C(=O)C1CCCN(Cc2cnc(N)nc2)C1 (stereo not given)
[37] Clc1ccc2c(c1)C(c1ccccc1Cl)=NCc1nnc(N3CCN(CCOc4ccccc4)CC3)n1-2
[38] O=C(CN1CC=C(c2ccccc2)CC1)Nc1c(Cl)cccc1Cl
[39] N=c1c[n+](CC23CC4CC(CC(C4)C2)C3)[n-]o1
[40] COc1ccc(C(=O)C2CCCN(C3CSCCSC3)C2)cc1OC (stereo not given)

compound no.	33	34	35	36	37	38	39	40
AGP1 TOR yeast	108	99	109	105	96	103	103	102
RPL19A-GFP yeast	97	92	102	101	97	97	105	93
MEP2-GFP yeast	92	98	115	108	102	96	104	90
CIT2-GFP yeast	105	103	109	105	102	97	121	97
procasp3 activ	-5	4	-4	-1	-6	-3	-4	-4
AHR act	1	2	11	3	0	4	0	0
LAP4-GFP MLPCN	109	91	103	100	90	98	109	103
procasp7 counter	-2	4	4	-1	-6	0	-7	9

[41] Oc1ccc(Br)cc1CN1CCN(c2ccccc2)CC1
[42] OC(CNC1CCCCC1)c1ccccc1 (stereo not given)
[43] COC(C)(C)CCCC(C)C/C=C/C(C)=C/C(=O)OC(C)C (stereo not given)
[44] CCOCN(C(=O)CCl)c1c(C)cccc1CC
[45] CC(=O)O[C@H]1[C@H]2O[C@]23[C@@H]2CC[C@]4(O)C[C@@H](O)CC[C@]4(C)C2CC[C@]3(C)[C@H]1c1ccc(=O)oc1 (stereo not given in full)
[46] COc1ccc(Nc2ncc(C(=O)N3CCC4(CC3)OCCO4)c3ccccc23)cc1
[47] COc1cc(/C=C/c2nc3ccccc3c(=O)n2-c2ccc(O)cc2)ccc1O
[48] CN1CN(c2cccc([N+](=O)[O-])c2)CN=C1N[N+](=O)[O-]

compound no.	41	42	43	44	45	46	47	48
AGP1 TOR yeast	98	96	98	127	100	109	101	99
RPL19A-GFP yeast	99	100	98	105	100	.	106	96
MEP2-GFP yeast	101	99	97	127	97	109	113	97
CIT2-GFP yeast	93	101	93	106	96	100	99	101
procasp3 activ	-13	3	8	7	4	9	1	-2
AHR act	-5	2	-1	-1	2	11	4	1
LAP4-GFP MLPCN	92	93	93	106	99	104	92	104
procasp7 counter	-2	9	0	4	3	-7	-5	-3

Retrieved one by one from the list above:
[43] COC(C)(C)CCCC(C)C/C=C/C(C)=C/C(=O)OC(C)C (stereo not given)
[45] CC(=O)O[C@H]1[C@H]2O[C@]23[C@@H]2CC[C@]4(O)C[C@@H](O)CC[C@]4(C)C2CC[C@]3(C)[C@H]1c1ccc(=O)oc1 (stereo not given in full)
[46] COc1ccc(Nc2ncc(C(=O)N3CCC4(CC3)OCCO4)c3ccccc23)cc1

compound no.	43	45	46
AGP1 TOR yeast	98	100	109
RPL19A-GFP yeast	98	100	.
MEP2-GFP yeast	97	97	109
CIT2-GFP yeast	93	96	100
procasp3 activ	8	4	9
AHR act	-1	2	11
LAP4-GFP MLPCN	93	99	104
procasp7 counter	0	3	-7

Going on with the list:
[49] COc1ccccc1C(=O)C1CCCN(Cc2cnc(C)s2)C1 (stereo not given)
[50] CP(=O)(Nc1ccc(Cl)cc1)c1nc2c(s1)CCCC2 (stereo not given)
[51] O=C1NC(=O)N(c2ccccc2)C(=O)/C1=C\c1ccc([N+](=O)[O-])s1
[52] Cc1cccc(-n2c(O)c(C=NC34CN5CN(CN(C5)C3)C4)c(=O)[nH]c2=O)c1
[53] CC(C)n1c(O)c(C=NCc2cccnc2)c(=O)[nH]c1=S
[54] CCC(c1ccc(C)cc1)N1C(=O)C2C3CCC(O3)C2C1=O (stereo not given)
[55] O=C(Cc1cccs1)N1CCC2(CC1)OCCO2
[56] CC1=C(/C=C/c2ccccc2)CCN(C)C1

compound no.	49	50	51	52	53	54	55	56
AGP1 TOR yeast	102	93	93	106	108	94	103	92
RPL19A-GFP yeast	99	92	91	105	97	94	105	101
MEP2-GFP yeast	96	98	89	112	96	97	103	104
CIT2-GFP yeast	102	88	93	103	107	91	103	98
procasp3 activ	-1	-2	-14	-1	10	11	-1	10
AHR act	0	70*	0	-5	8	0	3	4
LAP4-GFP MLPCN	104	100	99	99	111	100	104	99
procasp7 counter	12	4	-11	-6	6	9	11	14

[57] COC(=O)C1=C(c2ccccc2OCc2ccccc2)C[C@@H]2CC[C@H]1N2C(=O)NCCc1ccc(F)cc1
[58] C=CCn1c(O)c(C(C)=NC2CC2)c(=O)[nH]c1=O
[59] O=C(Nc1ccc(Cl)cc1C(=O)c1ccccc1Cl)c1ccco1
[60] CN1C(=O)/C(=C\N2CCc3ccccc32)C(=O)NC1=S
[61] O=c1nc(/C=C/c2ccc(Cl)cc2Cl)cc(C(F)(F)F)[nH]1
[62] COC(=O)C1=C(c2ccc(OC(F)(F)F)cc2)C[C@@H]2CC[C@H]1N2C(=O)NCCc1ccccc1
[63] CCOc1ccc(-n2c(O)c(C=NCCCn3ccnc3)c(=O)[nH]c2=O)cc1
[64] COc1ccc(-n2c(O)c(C(C)=NC3CC3)c(=O)[nH]c2=O)cc1

compound no.	57	58	59	60	61	62	63	64
AGP1 TOR yeast	93	102	102	94	98	98	92	93
RPL19A-GFP yeast	92	102	102	100	102	99	91	95
MEP2-GFP yeast	83	110	99	96	101	94	89	97
CIT2-GFP yeast	99	101	97	86	98	105	94	97
procasp3 activ	5	-7	-1	-15	.	2	-3	4
AHR act	-2	1	0	26	.	1	3	-1
LAP4-GFP MLPCN	92	109	99	106	100	101	86	93
procasp7 counter	9	8	3	-8	.	-4	-6	4

The list is partial; the hit share may differ from the screen's.
